# Bioassay records deposited in PubChem BioAssay by National Center for Advancing Translational Sciences (NCATS).
# GLP1R inv ag – qHTS of GLP-1 Receptor Inverse Agonists (Inhibition Mode) | Glucagon-like peptide 1 receptor (Homo sapiens), P43220 | HEK293 GLP-1R CRE-luciferase, luminescence, 24 h; GLP-1R form is constitutively active | Potency, µM (top dose mostly 38.3 µM), for inactives: top-dose activity change, negative = inhibition, actives largely listed as inhibitors | 410,000 compounds, 1.6% hits; note: potency is the fitted concentration of half-maximal effect; % is set by controls: 0 for no effect and ±100 for the full control effect; nearly all actives have a fitted effect of over 55% in size
#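 GLP-1R inverse agonism mode: basal reporter luminescence in engineered HEK293 cells measured after one day of compound exposure at 37 deg C, with a 12 min room-temperature detection step.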
# Akt phos inh – HTS Assay for Inhibitors of Akt Phophorylation: Primary Screen; activity change, % for hits at 50 µM; Neuro2A IGF-stimulated pAkt S473 HTRF, 20 min; active compounds read low; AID 651550, 2012; 360,000 compounds, 0.32% hits; in the data active = activity change below about -80%; inconclusive = mostly about -51% to -80%; note: % is set by controls: 0 for no effect and ±100 for the full control effect
#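 Neuro2A cells (4,500/well, DMEM with 0.5% FBS) were treated with compound at a single 50 µM final concentration, stimulated with 6 nM IGF for 20 min at 37 °C, and lysed. Phospho-Akt Ser473 was read by HTRF as 665/615 ratio ×10^4.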
# TDP-43 yeast inh – qHTS of TDP-43 Inhibitors. TDP-43 expressing yeast growth rescue, BacTiter-Glo, 24 h. Potency, µM (doses to about 46.1 µM), for the others: at the highest dose growth rescue (activation), actives largely listed as activators. 410,000 compounds, 1.8% hits; note: potency is the fitted concentration of half-maximal effect; % of control where 0% means no effect; nearly all actives have a fitted effect of over 50% in size
#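 Growth rescue of TDP-43-toxic yeast measured as ATP luminescence (BacTiter-Glo). Cells grown to mid-log in raffinose, induced in galactose at OD600=0.02, exposed to compound 24 hr at 30 deg C.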
# PTHR1 agonist – qHTS for PTHR1 Agonists: Primary Screen; HEK293 GP2 PTHR1 cells, GloSensor cAMP luminescence, 1 h; Parathyroid hormone/parathyroid hormone-related peptide receptor (Homo sapiens), Q03431; 410,000 compounds, 0.075% hits; Potency, µM (top dose mostly 115 µM), for inactives: at the highest dose activation, actives largely listed as activators; note: potency is the fitted concentration of half-maximal effect; nearly all actives have a fitted effect of over 55% in size; some results filed as inactive show a strong effect at the top dose; inactives centre near -15; many of its hits are not listed in these tables
# Target sequence (Q03431 whole entry, looked up): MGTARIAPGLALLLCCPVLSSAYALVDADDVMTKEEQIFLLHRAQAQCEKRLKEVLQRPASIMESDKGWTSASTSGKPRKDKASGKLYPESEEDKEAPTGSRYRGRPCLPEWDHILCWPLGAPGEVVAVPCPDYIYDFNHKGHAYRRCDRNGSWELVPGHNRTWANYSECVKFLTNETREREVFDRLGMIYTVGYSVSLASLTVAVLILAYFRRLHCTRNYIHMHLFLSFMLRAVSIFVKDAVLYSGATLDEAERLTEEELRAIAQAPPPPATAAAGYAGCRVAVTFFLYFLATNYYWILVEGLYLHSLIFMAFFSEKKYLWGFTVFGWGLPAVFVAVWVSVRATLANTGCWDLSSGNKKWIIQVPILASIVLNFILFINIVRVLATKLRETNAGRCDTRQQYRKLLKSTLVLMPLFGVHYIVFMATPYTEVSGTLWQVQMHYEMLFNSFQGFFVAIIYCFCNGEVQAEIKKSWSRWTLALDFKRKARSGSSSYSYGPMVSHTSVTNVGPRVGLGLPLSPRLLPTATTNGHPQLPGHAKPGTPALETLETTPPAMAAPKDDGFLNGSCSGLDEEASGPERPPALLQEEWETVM
#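 HEK-293-derived GP2 cells expressing PTHR1 and a GloSensor cAMP reporter, 3,000/well, plated overnight, given luciferin plus IBMX (each 0.5 mM as added) for 1 h at 37 °C, then compound for 1 h at 37 °C. Luminescence was read after 15 min at room temperature.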
# Abeta rescue – qHTS for compounds that reverse cellular toxicity of Amyloid beta (A-beta) peptide in yeast: Primary Screen; yeast expressing A-beta42, growth rescue, OD600, 48 h; response scale: 0% DMSO, 100% iron-clioquinol control; Potency, µM (doses to about 46.1 µM), inactives show at the top dose growth rescue, usual class: activators; 410,000 compounds, 0.063% hits; note: potency is the fitted concentration of half-maximal effect; nearly all actives have a fitted effect of over 55% in size
#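 Yeast growth medium received pinned compounds, then yeast cells expressing toxic A-beta were added; plates incubated at 30 C for 48 hr. Growth read as absorbance at 600 nm, normalized to DMSO and equimolar FeCl3 plus clioquinol controls.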
# D3 antag – qHTS of D3 Dopamine Receptor Antagonist: qHTS; D(3) dopamine receptor (Homo sapiens), P35462; D3R cells, DiscoveRx beta-arrestin luminescence, antagonist mode; active compounds read low; max response, negative = inhibition, %; 360,000 compounds, 2.5% hits; in the data active = max response below about -50%; inconclusive = no clear call, values can overlap the other calls; note: % is set by controls: 0 for no effect and ±100 for the full control effect; mostly tested at two doses, the higher about 12 µM
# Target sequence (P35462 whole entry, looked up): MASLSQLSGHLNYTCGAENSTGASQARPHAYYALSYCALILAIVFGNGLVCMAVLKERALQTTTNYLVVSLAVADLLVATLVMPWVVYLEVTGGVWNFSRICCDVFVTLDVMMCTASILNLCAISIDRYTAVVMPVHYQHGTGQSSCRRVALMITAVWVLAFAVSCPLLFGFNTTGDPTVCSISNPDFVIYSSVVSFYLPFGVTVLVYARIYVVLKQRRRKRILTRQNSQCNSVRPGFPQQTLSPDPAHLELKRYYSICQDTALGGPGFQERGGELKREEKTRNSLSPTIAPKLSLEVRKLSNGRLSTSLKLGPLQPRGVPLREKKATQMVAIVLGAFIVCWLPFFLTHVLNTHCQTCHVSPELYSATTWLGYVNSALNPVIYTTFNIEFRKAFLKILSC
#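 Cells plated overnight at 1500 cells/well, then exposed to library compounds with dopamine controls for 90 minutes at 37 degrees C. DiscoveRx reagent added for 30–60 minutes at room temperature; luminescence read, quantitative HTS format.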
# FUS yeast rescue – qHTS for Suppressors of FUS Proteinopathy: Primary screen using FUS-linked yeast assay; AID 1347120, 2019; Potency, µM (top dose mostly 76.6 µM), for inactives: top-dose growth rescue (activation), actives largely listed as activators; 390,000 compounds, 0.24% hits; S. cerevisiae FUS-expressing, growth rescue, OD600, 24 h;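 note: potency is the fitted concentration of half-maximal effect; plate controls were DMSO vehicle for no effect and reference control for full effect; nearly all actives have a fitted effect of over 55% in size; some results filed as inactive show a strong effect at the top dose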
#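 Cultures pregrown in 2.5% raffinose medium are shifted to minimal medium containing 2% galactose to express toxic FUS. Compounds are tested at several concentrations. After 24hr at 30C, growth is quantified at 600 nm absorbance.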
# aSyn yeast inh – qHTS of alpha-syn Inhibitors; Yeast expressing alpha-synuclein, growth rescue, BacTiter-Glo, 24 h; 370,000 compounds, 0.14% hits; Potency, µM (series often up to 46.1 µM), without a hit: at the top dose growth rescue (activation), most hits filed as activators; note: potency is the fitted concentration of half-maximal effect; % of control where 0% means no effect; nearly all actives have a fitted effect of over 65% in size
#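 Galactose-induced alpha-syn yeast (OD600=0.02, raffinose-pregrown) + pinned cpd, 24 hr, 30 deg C; growth by BacTiter-Glo luminescence. Growth restoration scores as activation.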
# GLP-1R agonist – qHTS of GLP-1 Receptor Agonists | 380,000 compounds, 0.007% hits | HEK293 GLP-1R CRE-luciferase, luminescence, 4-6 h; cells express a hypersensitive GLP-1R form | Glucagon-like peptide 1 receptor (Homo sapiens), P43220 | Potency, µM (series often up to 45.6 µM), without a hit: top-dose activation, actives largely listed as activators | AID 624172, 2012; note: potency is the fitted concentration of half-maximal effect; % of control where 0% means no effect
# An asterisk follows results filed as active; i = inactive; ? = inconclusive; . = not tested or not shown; [ ] = another dose, or the depositor's remark. Unless noted, calls come from the whole dose curve; as a rule, active = well fitted curve in the direction sought with a large enough effect; inconclusive = small, poorly fitted or top-dose-only effect, or another doubt; inactive = no such curve, though single readings can be large; an effect the other way counts as inactive or inconclusive.
SMILES,GLP1R inv ag,Akt phos inh,TDP-43 yeast inh,PTHR1 agonist,Abeta rescue,D3 antag,FUS yeast rescue,aSyn yeast inh,GLP-1R agonist
Cc1cc(N2CCN(C(=O)Oc3ccc([N+](=O)[O-])cc3)CC2)c2ccccc2n1,?,i,20%,-89%[inhibitor],-7%,6,11%,0%,-2%
COc1cc2c(cc1OC)C(COc1ccccc1OC)N(C(=O)c1ccc(S(=O)(=O)N(C)C)cc1)CC2 (stereo unspecified),45%[activator],.,7%,-16%,-4%,.,?,.,.
O=C(Cc1ncc(C(F)(F)F)cc1Cl)NC1CC1,6%,i,9%,i,12%,-19,-19%,-10%,-11%
Cn1nccc1-c1ccc(C(=O)Nc2cccc(NS(C)(=O)=O)c2)c2occc12,12%,i,-16%,-38%[inhibitor],4%,39,?,1%,12%
COCCN(C(=O)c1ccco1)c1nc(-c2ccc(OC)cc2)cs1,7%,i,7%,-14%,3%,149,?,-1%,13%
O=C(Nc1ccccc1)Nc1cccc2nsnc12,17%[0.307 µM],i,16%,-23%,-10%,3,8%,-17%,-8%
CCCNC(=O)CS(=O)(=O)Cc1nc(-c2cccc(OC)c2)oc1C,6%,i,9%,-21%,3%,8,-18%,4%,3%
Cc1cc(=O)n(-c2ccc(O)cc2)[nH]1,?,i,7%,14%[57.5 µM],9%,-11,12%,-3%,-9%
O=C1OC(c2cc(Br)c(O)c(Br)c2)c2ccccc21 (stereo unspecified),?,i,?,-13%,-56%[inhibitor],0,15%,-8%,10%
Cc1cc(C)n(CC(C)NCc2cn[nH]c2-c2ccc(C)c(C)c2)n1 (stereo unspecified),?,i,9%,-23%,-18%,6,16%,-3%,10%
Cc1cc2cc(C#N)c(N3CCOCC3)nc2cc1Cl,15%,i,21%,-7%,-11%,42,-8%,5%,-1%
CCn1nnnc1NCc1c(OC)ccc2ccccc12,-5%[7.66 µM],i,-14%,i,-1%,-13,20%,-6%,-2%
OC(COc1ccc(Cl)c2ccccc12)CN1CCN(c2ccccn2)CC1 (stereo unspecified),10µM*,i,0%,-4%[57.5 µM],8%,5,-2%,13%,0%
Cc1ccc(NC(=O)CS(=O)CC(=O)NC2CCN(Cc3ccccc3)CC2)c(C)c1 (stereo unspecified),-24%,i,0%,i,11%,-14,-12%,5%,-3%
CC(C)(C)C(=O)Cn1nc(Cl)nc1Cl,-4%,i,-8%,i,-2%,17,-4%,-2%,2%
COc1ccc(N2C(=NC(=O)C3CCCCC3)SC3CS(=O)(=O)CC32)cc1Cl (stereo unspecified),15%,i,10%,i,15%,5,29%,8%,8%
COc1ccc(OCCN(C)Cc2ccccc2)cc1,5%,i,?,-23%[57.5 µM],0%,?,20%,-4%,0%
CC(=O)Nc1ccc(-c2nc3ccc(NC(C)=O)cc3o2)cc1,34%[activator],i,18%,i,-11%,-4,14%,2%,4%
Cc1cccc(NC(=O)C[n+]2ccccc2)c1,-2%,i,-2%,-14%,-5%,0,12%,4%,-8%
Cc1nnsc1C(=O)N(Cc1ccccc1)C(C)C,-10%,i,4%,-19%,5%,2,4%,-8%,6%
COc1ccc(OC)c(NS(=O)(=O)c2ccc(-c3cc(C)no3)s2)c1,?,.,16µM*,-14%,13%,.,39%,.,.
Cc1ccc(-c2nc3ccc(C)cn3c2Cc2ccccn2)cc1,-29%,i,13%,-17%,-12%,45,-3%,0%,19%
Cc1ccc2c(c1)C1(OCCO1)C(=O)N2,1%,i,13%,-1%[57.5 µM],1%,8,-11%,7%,0%
O=C(/C=C\Nc1ccc(Br)cc1)c1cccnc1,-29%,i,19%,-30%[inhibitor],-2%,-23,-8%,25%,0%
CCOC(=O)[C@H]1[C@H]2COc3ccc(Cl)cc3[C@@H]2N2C(=O)c3cc(OC)ccc3NC(=O)[C@@]12C,?,i,3%,-22%,0%,-16,-13%,-1%,2%

# 3 records drawn at random from those above, as already listed:
SMILES,GLP1R inv ag,Akt phos inh,TDP-43 yeast inh,PTHR1 agonist,Abeta rescue,D3 antag,FUS yeast rescue,aSyn yeast inh,GLP-1R agonist
COc1ccc(OCCN(C)Cc2ccccc2)cc1,5%,i,?,-23%[57.5 µM],0%,?,20%,-4%,0%
COc1ccc(N2C(=NC(=O)C3CCCCC3)SC3CS(=O)(=O)CC32)cc1Cl (stereo unspecified),15%,i,10%,i,15%,5,29%,8%,8%
O=C(Cc1ncc(C(F)(F)F)cc1Cl)NC1CC1,6%,i,9%,i,12%,-19,-19%,-10%,-11%

# Following part.
SMILES,GLP1R inv ag,Akt phos inh,TDP-43 yeast inh,PTHR1 agonist,Abeta rescue,D3 antag,FUS yeast rescue,aSyn yeast inh,GLP-1R agonist
Cc1c(C)c2ccc(OC(C)C(=O)NC3CCN(Cc4ccccc4)CC3)cc2oc1=O (stereo unspecified),-19%,i,4%,i,3%,-7,1%,-1%,-5%
CC(C)(C)N=C1NC(=NC(C)(C)C)c2ccccc21,0%,.,-10%,-11%[57.5 µM],14%,-8,15%,2%,-3%
CC(C)NC(=O)NC(=O)CN1c2cccc3cccc(c23)S1(=O)=O,4%,i,4%,i,-8%,-6,-7%,11%,-6%
COc1ccc(CCNC(=O)c2ccc3c(c2)N(Cc2ccccc2C)C(=O)c2ccccc2S3)cc1OC,?,.,-12%,-29%,-2%,.,?,.,.
O=C(NCc1ccc2c(c1)OCO2)C1CCN(S(=O)(=O)N2CCCCC2)CC1,-19%,i,14%,-15%,18%,6,2%,0%,-2%
O=C(CC(=O)N/N=C/c1ccccc1O)NCc1cccnc1,0%,i,16%,i,1%,9,.,-4%,11%
COc1ccc(C(=O)CN2CC(C)SC2=Nc2ccc(Cl)cc2)cc1 (stereo unspecified),?,i,3%,i,?,-10,?,15%,12%
CCN(CC)c1ccc(NC(=O)C2CCN(c3nnc(-n4cccc4)s3)CC2)c(C)c1,-24%,.,17%,-44%[inhibitor],-6%,.,-2%,-2%,0%
CC/C(=N\NC(=O)c1ccc2c(c1)OCO2)C12CC3CC(CC(C3)C1)C2,-24%,i,-3%,i,13%,-9,8%,-1%,5%
O=C(c1cc2nc(C3CC3)cc(C(F)(F)F)n2n1)N1CCCC1,8%,i,14%,-4%,10%,7,-15%,-2%,2%
NC(=O)C1CCN(C2CC(=O)NC2=O)CC1 (stereo unspecified),19%,i,-6%[0.397 µM],i,-17%,31,3%,0%,-1%
CC(OC(=O)c1ccccc1Oc1ccccc1)C(=O)NC1CC1 (stereo unspecified),?,i,5%,-35%[inhibitor],7%,4,5%,13%,10%
O=C(Nc1ccc(F)cc1)c1ccc2nsnc2c1,?,i,-4%,-39%[inhibitor],?,-14,2%,0%,10%
COc1ccc(CN2C(=O)CSCC2=O)cc1OC,5%,i,12%,i,-6%,8,-31%,2%,-6%
CC(=O)c1cc2c(cc1F)C(C)(C)CCC2(C)C,-11%,i,-1%,i,1%,-17,-13%,-2%,4%
O=C(Nc1ccc(S(=O)(=O)N2CCC(c3nc4ccccc4s3)CC2)cc1)c1ccccc1,18%,.,-2%,i,-6%,.,-10%,.,.
COc1ccccc1N1CC(C(=O)Nc2ccc(N3CCOCC3)cc2)CC1=O (stereo unspecified),15%,i,2%,-6%,5%,-10,-10%,1%,5%
COc1ccc(CCN2C(=O)N(c3ccc(F)cc3)C(=O)C2CC(=O)Nc2ccccc2)cc1OC (stereo unspecified),-18%,.,21%,i,-4%,.,21%,.,.
COC(=O)c1ccc(NC(=O)C2C3CCC(C3)C2C(=O)O)cc1 (stereo unspecified),7%,i,4%,i,8%,?,-21%,-1%,0%
Cc1ccccc1Cc1c(C)nc2nc(SCC(=O)NCCCN3CCCC3)nn2c1C,?,i,-11%,-12%,-11%,-7,21%,0%,10%
Cc1ccc(S(=O)(=O)CCC(=O)OC2CC(C)OC2=O)cc1 (stereo unspecified),-5%,i,12%,i,-3%,-13,-7%,3%,5%
COCCn1c(SCC(=O)Nc2cccc(OC)c2)nnc1-c1ccc(Cl)cc1,-1%,i,-3%,i,19%,16,9%,4%,-1%

# Ordered by molecular weight (descending): part of the list above.
SMILES,GLP1R inv ag,Akt phos inh,TDP-43 yeast inh,PTHR1 agonist,Abeta rescue,D3 antag,FUS yeast rescue,aSyn yeast inh,GLP-1R agonist
CC/C(=N\NC(=O)c1ccc2c(c1)OCO2)C12CC3CC(CC(C3)C1)C2,-24%,i,-3%,i,13%,-9,8%,-1%,5%
Cc1ccc(S(=O)(=O)CCC(=O)OC2CC(C)OC2=O)cc1 (stereo unspecified),-5%,i,12%,i,-3%,-13,-7%,3%,5%
O=C(Nc1ccc(F)cc1)c1ccc2nsnc2c1,?,i,-4%,-39%[inhibitor],?,-14,2%,0%,10%
CC(=O)c1cc2c(cc1F)C(C)(C)CCC2(C)C,-11%,i,-1%,i,1%,-17,-13%,-2%,4%

# This is a subset; count on the stated rates, not on these rows.
